Source: PubChem BioAssay (National Center for Advancing Translational Sciences (NCATS))
S-ASM inh = blocks human secretory acid sphingomyelinase; hit rate 0.006% among 340,000; Potency, µM (doses to about 57.5 µM), without a hit: top-dose activity change, negative = inhibition, most hits filed as inhibitors; placental ASM, HMU-PC fluorogenic substrate, 60 min; P17405; AID 504937; also: potency is read from the fitted curve at half-maximal effect
Target sequence (P17405 47-631 limits assumed): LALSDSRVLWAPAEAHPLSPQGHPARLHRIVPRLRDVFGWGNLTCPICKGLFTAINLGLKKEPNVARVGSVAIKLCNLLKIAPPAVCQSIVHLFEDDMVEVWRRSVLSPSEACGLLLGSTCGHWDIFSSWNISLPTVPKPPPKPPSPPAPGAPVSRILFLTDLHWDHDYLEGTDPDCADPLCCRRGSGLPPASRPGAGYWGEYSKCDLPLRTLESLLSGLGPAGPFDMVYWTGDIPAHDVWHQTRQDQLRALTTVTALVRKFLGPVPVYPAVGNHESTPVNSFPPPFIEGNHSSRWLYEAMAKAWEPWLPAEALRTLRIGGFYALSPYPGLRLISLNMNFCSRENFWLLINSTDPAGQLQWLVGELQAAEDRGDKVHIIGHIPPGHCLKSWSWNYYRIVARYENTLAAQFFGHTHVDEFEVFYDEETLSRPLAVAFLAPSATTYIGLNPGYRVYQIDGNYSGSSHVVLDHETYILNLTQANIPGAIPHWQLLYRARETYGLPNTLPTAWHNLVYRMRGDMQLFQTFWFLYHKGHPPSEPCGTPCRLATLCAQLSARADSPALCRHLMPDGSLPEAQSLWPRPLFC
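HMU-PC0 cleavage (9 uM final) by human placental ASM, 60 min at 37 °C following 10 min compound exposure at RT; stopped at pH 10, fluorescence Ex 386/Em 447 nm.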
Coupling enz = counter-screen for Giardia aldolase inhibitors: coupling enzyme system | coupling enzyme system counterscreen, AmpLite Red fluorescence | activity change, negative = inhibition, % at 58.2 µM, hits read low | hit rate 0.67% among 290,000; in the data active = activity change below about -30%; also: % is scaled to controls: 0 for no effect and ±100 for the full control effect
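First, compound is pin-transferred into glyceraldehyde-3-phosphate coupling-enzyme reagent at 57.5 uM final and held 10 min at RT. Next, substrate, coupling system and AmpLite Red are added. After 20 min RT, fluorescence (525/598 nm) is read.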
Giardia killer = kills Giardia lamblia. hit rate 0.15% among 340,000. AID 540267. Giardia lamblia trophozoite viability. activity change, % at 7.66 µM, hits read low; in the data active = activity change below about -80%; inconclusive = between about -30% and that limit;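 also: parasites exposed to compound for two days anaerobically before the ATP read; % is scaled to controls: 0 for no effect and ±100 for the full control effect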
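Trophozoite viability was measured as ATP-dependent luminescence, read 15-30 min after reagent addition. Before that, parasites at 100 cells/well were exposed to compounds for 48 h, anaerobically, at 37 deg C.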
Tb PFK block = inhibitors of T. brucei phosphofructokinase. O15648. T. brucei PFK, ADP-Glo luminescence. Potency, µM (series often up to 57.5 µM), for the others: at the highest dose activity, negative = inhibition, hits mostly inhibitors. hit rate 0.17% among 330,000. AID 485367;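 also: potency is read from the fitted curve at half-maximal effect; 0% = uninhibited 1x PFK enzyme wells and -100% = no-enzyme wells; nearly all actives have a fitted effect of over 60% in size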
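PFK 1.25 nM, F6P 0.5 mM, ATP 0.1 mM, 0.1 M TEA pH 8.0, 5 mM MgCl2, 0.01% Tween20, 0.1% BSA; 45 min RT. ADP-Glo readout. qHTS titration up to 57 uM; curves fitted, compounds curve-classed.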
PTAP TSG101 blk = blocks PTAP/TSG101 interaction to inhibit HIV-1 budding; Q99816; 340,000 tested, under 10 active; AID 493005; Fluorescence polarization, FITC-PTAP peptide / Tsg101 binding; Potency, µM (top dose mostly 115 µM), inactives show at the top dose activity change, negative = inhibition, most hits filed as inhibitors; active = well fitted inhibition curve with a large enough effect in the main read-out, with a control signal flat, not every such curve was filed as active; inconclusive = small, poorly fitted or top-dose-only effect, or effect the other way, or a change in a side signal; inactive = no such curve, though single readings can be large or run the other way; also: potency is read from the fitted curve at half-maximal effect; % of control where 0% means no effect
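Fluorescence anisotropy tracks displacement of a FITC-tagged PTAP peptide (50 nM) from the Tsg101 binding domain (10 uM), following a 20 min room-temperature incubation at pH 7.5.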
Menin MLL FP TR = inhibitors of human menin-MLL interaction, mutant MLL peptide | Menin + Texas Red MLL mutant peptide, fluorescence polarization | hit rate 0.23% among 270,000 | O00255 | Potency, µM (top dose mostly 61.6 µM), for the others: at the top dose FP activity change, negative = inhibition, usual class: inhibitors | AID 1768; active = well fitted inhibition curve with a large enough effect in the polarisation, with a control signal flat, not every such curve was filed as active; inconclusive = small, poorly fitted or top-dose-only effect, or effect the other way, or a change in a side signal; inactive = no such curve, though single readings can be large or run the other way; the % refers to the polarisation; also: potency is read from the fitted curve at half-maximal effect; % of control where 0% means no effect; many of its hits are not listed in these tables
PKM2 activator = activators of human pyruvate kinase M2. P14618. purified PKM2, Kinase-Glo ATP luminescence, activation; response scale: 0% is enzyme alone, no compound. Potency, µM (doses to about 57.5 µM), for the others: at the top dose activation, usual class: activators. hit rate 0.34% among 260,000; also: potency is read from the fitted curve at half-maximal effect; % is scaled to controls: 0 for no effect and ±100 for the full control effect; nearly all actives have a fitted effect of over 55% in size
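hPK-M2, >95% pure; 0.1 mM ADP / 0.5 mM PEP final; imidazole pH7.2 buffer w/ 7 mM MgCl2, 50 mM KCl; 1 h RT; Kinase-Glo lum. Intermediate enzyme activity for dual inhibitor/activator qHTS.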
B2AR arrestin = recruits beta-arrestin to the human beta2-adrenergic receptor | P07550 | beta-arrestin recruitment to beta2AR, cell-based reporter | Potency, µM (highest dose often 46.1 µM), for inactives: at the top dose activation, usual class: activators | hit rate 0.02% among 330,000;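 also: potency is read from the fitted curve at half-maximal effect; 0% = DMSO controls and full agonism = EC100 isoproterenol or metaproterenol; nearly all actives have a fitted effect of over 65% in size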
Target sequence (P07550 whole entry, looked up): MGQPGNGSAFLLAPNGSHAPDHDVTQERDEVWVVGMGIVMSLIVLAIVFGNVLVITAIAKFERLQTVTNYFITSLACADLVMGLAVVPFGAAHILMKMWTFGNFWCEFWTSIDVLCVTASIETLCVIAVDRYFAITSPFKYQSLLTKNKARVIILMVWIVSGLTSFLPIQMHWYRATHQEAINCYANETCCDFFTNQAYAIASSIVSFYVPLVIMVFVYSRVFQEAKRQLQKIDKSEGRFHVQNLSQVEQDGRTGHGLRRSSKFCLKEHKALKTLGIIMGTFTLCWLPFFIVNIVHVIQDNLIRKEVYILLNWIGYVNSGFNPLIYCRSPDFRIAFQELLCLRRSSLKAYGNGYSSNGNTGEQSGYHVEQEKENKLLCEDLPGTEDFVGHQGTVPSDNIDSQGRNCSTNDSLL
Integrin act MD = activates integrin-mediated alleviation for muscular dystrophy | hit rate 0.064% among 350,000 | Potency, µM (doses to about 38.3 µM), for the others: top-dose activation, most hits filed as activators | alpha7betagal myoblasts, beta-gal FDG fluorescence, 48 h;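 also: potency is read from the fitted curve at half-maximal effect; 100% = response of the positive control SU9516; nearly all actives have a fitted effect of over 60% in size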
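Alpha7betagal+/- myoblasts (passage 13) were plated 16-24 hr, then exposed to compounds (1:260 dilution of DMSO stock) for 48 hours at 37C. After MPER lysis, β-galactosidase reporter activity was read as FDG fluorescence (ex 480/em 540) after 30 minutes.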
BCR signal inh = inhibitors of chronic active B-cell receptor signaling; ABC-DLBCL IkBa-CBG/CBR reporter, luminescence ratio, 4 h; Potency, µM (titrated, usually from 46.1 µM), without a hit: at the top dose ratio change, negative = lower green/red ratio, most hits filed as inhibitors; hit rate 0.05% among 340,000; AID 493014; active = well fitted inhibition curve with a large enough effect in the signal ratio, with a control signal flat, not every such curve was filed as active; inconclusive = small, poorly fitted or top-dose-only effect, or effect the other way, or a change in a side signal; the % refers to the signal ratio;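 also: potency is read from the fitted curve at half-maximal effect; plate controls were basal doxycycline-induced cells for no effect and cells given 10 µM MG132 for full effect; MG132 reads +100%, hits lower the ratio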
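Concentration-response series (up to 46 uM) were applied to TMD8 dual-reporter cells for 4 h at 37C with doxycycline. Green/red ratio, after filter-overlap correction, defined %Activity; red signal alone was normalised to basal cells and zero luminescence.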
GALK inh = blocks human galactokinase activity; P51570; Purified GALK, Kinase-Glo residual ATP luminescence; Potency, µM (titrated, usually from 57.5 µM), for the others: at the top dose activity change, negative = inhibition, hits mostly inhibitors; hit rate 0.007% among 270,000; AID 1868; also: potency is read from the fitted curve at half-maximal effect; % is scaled to controls: 0 for no effect and ±100 for the full control effect
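ATP-depletion format; final 35 uM ATP, 100 uM D-galactose, 5 nM enzyme; pH 8.0 HEPES/Mg2+ buffer; 60 min RT; luminescence read 10 min after detection reagent.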
Numbers without * were called inactive; ? = inconclusive; . = no result given; [ ] = another dose, or the depositor's remark. Unless noted, calls follow the shape of the dose curve; as a rule, active = well fitted curve in the direction sought with a large enough effect; inconclusive = small, poorly fitted or top-dose-only effect, or another doubt; inactive = no such curve, though single readings can be large; an effect the other way counts as inactive or inconclusive. This is a subset. The share of hits here may be higher or lower than overall.

SMILES	S-ASM inh	Coupling enz	Giardia killer	Tb PFK block	PTAP TSG101 blk	Menin MLL FP TR	PKM2 activator	B2AR arrestin	Integrin act MD	BCR signal inh	GALK inh
COc1cc(OC)c(N(C)S(=O)(=O)c2cccc(C(=O)OCC(=O)NCc3ccco3)c2)cc1Cl	-5%	0	5	-4%	-1%	12%	6%	0.1%	-12%	1%	-1%
Cc1cc(N2CCN(c3cccc(C(F)(F)F)c3)CC2)n2nc(C)nc2n1	-2%	0	-14	-2%	-7%	-5%	-3%	-0.1%	4%	?	-1%
Cc1ccc(CNC(=O)COC(=O)c2cc3c(s2)CCC(C)C3)cc1 (stereo not drawn)	-1%	-15	-7	0%	-1%	-6%	6%	-0.4%	-11%	16%	0%
CC(C)C(=O)Nc1ccc(C(=O)CSc2nnc(C3CC3)n2C2CC2)cc1	1%	.	-10	0%	-10%	.	.	0.1%	0%	-1%	.
CC(C)(C)c1ccc(C(=O)NCC(=O)NCc2ccccn2)cc1	4%	.	-7	0%	-5%	.	.	0.4%	19%	2%	.
CSc1nc2ccc(NC(=O)c3ccc(=O)[nH]c3)cc2s1	-1%	1	-11	0%	-2%	-20%	3%	-1.8%	25%	?	7%
Cc1ccc2c(c1)Oc1ccccc1C=C2C(=O)O	3%	-2	8	-3%	-1%	4%	-5%	0.1%	9%	1%	2%
Cc1c(C)n(CCC#N)c2ccccc12	2%	4	-8	-2%	-2%	11%	4%	-1.6%	7%	-1%	1%
CC1CCCN(C(=O)CNC(=O)c2cccs2)C1 (stereo not drawn)	2%	.	-11	-2%	-1%	.	.	6.4%	-14%	?	.
CCN(CC(=O)Nc1ccccc1C(F)(F)F)C(=O)C1CC(=O)N(Cc2ccccc2)C1 (stereo not drawn)	-1%	.	12	0%	1%	.	.	0.1%	9%	1%	.
O=C(COc1ccccc1F)c1ccc(O)cc1O	-7%	10	3	2%	-8%	8%	-7%	-0.2%	19%	-2%	-1%
CC(NC(=O)CSc1nc(=O)cc(N)n1CCc1ccccc1)c1ccccc1 (stereo not drawn)	-1%	-1	-6	3%	-9%	-4%	0%	-0.3%	3%	6%	-5%
COc1cc(C(=O)NNC(=O)CCOc2ccccc2C)cc(OC)c1OC	2%	.	-14	-3%	-1%	.	.	-0.3%	-8%	-9%	.
CCON1C(=O)C(C)(C)N(OCC)C(=O)C1(C)C	2%	1	-5	4%	0%	.	1%	-0.4%	13%	?	1%
COC(=O)[C@H]1CCCN1C(=O)Nc1cccc(Oc2c(F)c(F)c(F)c(F)c2F)c1	-1%	0	29	6%	-5%	-2%	3%	-0.5%	8%	-6%	0%
Nc1c(C(=O)OCC2CCCO2)c2nc3ccccc3nc2n1-c1ccc2c(c1)OCCO2 (stereo not drawn)	.	-37*	7	6%	-4%	?	4%	0.1%	1%	6%	-2%
C=CCc1ccccc1OCC(O)CNC(=O)c1ccccc1C(=O)O (stereo not drawn)	-4%	4	-8	2%	-6%	.	2%	0.0%	-39%[inhibitor]	4%	1%
O=C1CC(N2CCN(c3ccc(F)cc3)CC2)C(=O)N1Cc1ccc(N2CCCC2=O)cc1 (stereo not drawn)	1%	-1	14	0%	-2%	-6%	-2%	-0.2%	0%	2%	-3%
CCN1C(=O)c2ccc(C(=O)Nc3ccc4c(c3)OCO4)cc2C1=O	0%	1	3	2%	-2%	7%	-2%	-0.8%	18%	-1%	0%
COC(=O)CN1C(=O)[C@H]2[C@@H](/C=C/c3ccccc3)N3C(=O)CN(Cc4ccccn4)C(=O)[C@@]3(Cc3ccccc3)[C@H]2C1=O	-3%	.	0	2%	.	.	.	-0.8%	22%	4%	.
O=C(CCN1CCN(C(=O)c2ccccc2)CC1)c1ccc(Br)cc1	-6%	3	-2	3%	0%	5%	-1%	0.0%	-56%[inhibitor]	?	0%
CC(Sc1nnnn1C1CC1)C(=O)N1CC(=O)Nc2ccccc21 (stereo not drawn)	2%	.	-8	0%	-5%	.	.	0.3%	-10%	-5%	.
Cc1ccc(-c2nc(SCC(=O)N(C)C3CCS(=O)(=O)C3)[nH]c2-c2ccc(C)cc2)cc1 (stereo not drawn)	-16%	1	-5	0%	-7%	.	10%	0.3%	19%	-11%	-3%
O=C(CCN1CCN(c2ccc(F)cc2)CC1)Nc1ccccc1F	6%	0	-4	0%	-10%	15%	5%	0.4%	4%	8%	-6%
Cc1cc(C)cc(N=c2c([N+](=O)[O-])nn(-c3ccc(Cl)cc3)n2O)c1	-10%	-4	?	6%	-5%	?	-8%	0.0%	-34%	7%	-1%

Carrying on:
SMILES	S-ASM inh	Coupling enz	Giardia killer	Tb PFK block	PTAP TSG101 blk	Menin MLL FP TR	PKM2 activator	B2AR arrestin	Integrin act MD	BCR signal inh	GALK inh
Cc1c(C(=O)O)cnc2c([N+](=O)[O-])cnn12	-12%	3	-4	-1%	-3%	22%	7%	-0.9%	-2%	-1%	2%
CCOC(=O)c1nn(-c2ccc(F)cc2)c(C)c1C(C)=O	2%	3	-1	0%	0%	-1%	1%	0.3%	-12%	?	-1%
CCC(NC(=O)COC(=O)C1CC2CCCC(C1)C2=O)c1ccc(Br)cc1 (stereo not drawn)	-2%	.	-15	-7%	-1%	.	.	-0.8%	0%	-10%	.
Cc1ccc(NC(=O)N2CCC(=O)N2)cc1	-1%	-1	-11	5%	-3%	-28%	3%	-0.2%	19%	11%	0%
COc1ccccc1NC(=S)N(CCN(C)C)C(C)c1ccncc1 (stereo not drawn)	5%	3	-20	3%	0%	.	-1%	-0.1%	-13%	-1%	-2%
Cc1nn(CC(=O)N2c3ccccc3NC(=O)C2(C)C)c(C)c1[N+](=O)[O-]	6%	6	-2	2%	-6%	18%	15%	0.0%	-4%	8%	-3%
Cc1cnc(C(=O)OCC(=O)N2CC(C)CC(C)C2)cn1 (stereo not drawn)	4%	.	1	-1%	-2%	.	.	-0.3%	28%	-1%	.
CC(=O)c1cccc(NC(=O)C2=CC(c3ccco3)=NS(=O)(=O)N2C)c1	-3%	.	-11	-11%	0%	.	.	0.3%	1%	-2%	7%
Cc1ccc(N2C(=S)SC3CS(=O)(=O)CC32)cc1 (stereo not drawn)	0%	1	4	0%	-3%	6%	-9%	-0.1%	5%	-19%	0%
COc1cccc(CNCCOCCO)c1OC	2%	2	15	0%	-8%	-11%	4%	-0.5%	21%	-2%	6%
Cc1cccc(C(=O)Oc2ccccc2/C=N/Nc2ccc([N+](=O)[O-])cc2)c1	2%	0	-6	0%	?	?	1%	0.0%	3%	?	-1%
O=c1[nH]c2ccccc2n1CCCOc1ccccc1	-1%	-3	-4	-5%	0%	-2%	-1%	0.3%	7%	?	-1%
Cc1ccc(NC(=O)Cn2cnc3c(oc4nc5c(cc43)COC(C)(C)C5)c2=O)cc1	14%	1	3	-1%	2%	0%	-1%	2.5%	32%	-3%	-2%
O=C(COC(=O)c1ccccc1C(F)(F)F)NC(=O)NCc1ccco1	1%	.	-5	-1%	5%	.	.	-0.1%	11%	-1%	.
O=C(O)C1CCN(Cc2cccnc2)CC1	-3%	3	4	14%	-1%	2%	.	0.1%	18%	2%	1%
C/C(=N\Nc1ccccn1)c1cccs1	-1%	-12	1	3%	-2%	6%	8%	-0.4%	-6%	-2%	-2%
Cc1ccsc1C(=O)N1CCN(S(=O)(=O)c2cccs2)CC1	-1%	3	-7	-1%	-6%	5%	7%	0.0%	20%	0%	-2%
CCOC(=O)N1CCN(C(=O)CS(=O)Cc2nc(-c3cccc(C)c3)oc2C)CC1 (stereo not drawn)	-2%	1	-11	3%	-2%	2%	7%	0.1%	-2%	?	3%
O=C(O)C(Cc1ccccc1)N=C(NS(=O)(=O)c1ccccc1)c1ccccc1 (stereo not drawn)	0%	.	-4	5%	-2%	.	.	-0.1%	0%	2%	.
O=C(CSc1nnc(-c2c[nH]c3ccccc23)n1CC1CCCO1)Nc1ccc2c(c1)OCCO2 (stereo not drawn)	-2%	7	-9	-7%	-5%	-3%	0%	2.8%	3%	9%	1%
C/C(CC(=O)Nc1ccccn1)=N\NC(=O)c1ccccc1O	5%	0	8	15%	-3%	8%	-2%	0.1%	-32%[inhibitor]	?	1%
OCCNCc1cccc2ccccc12	0%	1	-6	2%	0%	-1%	4%	-0.4%	-24%	5%	1%
c1ccc(-n2c(-c3ccncc3)nnc2N2CCOCC2)cc1	6%	-4	-16	3%	-4%	-1%	-4%	0.0%	5%	?	0%
Cn1c(Cc2ccccc2)nnc1SCCC(=O)Nc1ccccc1	2%	6	-26	.	-1%	8%	-2%	.	-7%	.	2%
